Bioassay records from PubChem BioAssay.
hcDAF12 agonist – H. contortus DAF-12 activation, primary screen; HEK293 hcDAF-12 lit1-tk-luc reporter, luminescence; 0% DMSO, 100% Δ7-dafachronic acid; activation, % at 6.8 µM; 370,000 tested, 1.4% active;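 active means activation above the mean of all tested compounds plus 3 SD, cut at about 5.5% in these data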;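 further: 100% = response to 3 µM Δ7-dafachronic acid high control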
ssDAF-12 act – activates DAF-12 receptor from parasite S. stercoralis; HEK293 ssDAF-12/GRIP1 lit1-tk-luc reporter, luminescence; % of 3 µM dafachronic acid response; activation, % at 6.8 µM; 370,000 tested, 1% active; AID 652126;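 active means activation above the mean over all tested compounds plus 3 SD, cut at about 0.9% in these data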;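 further: 0% = DMSO-only wells and 100% = 3 µM delta7-dafachronic acid wells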
PLCb3 inh – inhibitors of human phospholipase C beta3; inhibition, % at 12.2 µM; Purified PLC-beta3, fluorogenic substrate, fluorescence; 370,000 tested, 0.18% active; Q01970; in the data active means inhibition above about 11%;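 further: 0% = median of compound wells on plate and 100% = full blocker control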
ADAM17 inh – inhibitors of human ADAM17 | P78536 | recombinant ADAM17, EDANS/DABCYL FRET peptide cleavage | inhibition, % at 6.95 µM | 370,000 tested, 0.83% active;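 active means inhibition above the mean of compounds lying between control limits plus 3 SD, set per campaign, cut at about 8.5% in these data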;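 further: 0% = DMSO-only wells as the low control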
hgDAF12 agonist – agonists of H. glycines DAF-12 nuclear receptor; HEK293 GAL4-hgDAF12 UAS-luciferase reporter, agonist luminescence; normalized to butyrate control; activation, % at 6.8 µM; 370,000 tested, 1.8% active;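 active means activation above a cutoff set at the mean of all screened compounds plus 3 SD, cut at about 10% in these data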;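 further: 0% = DMSO wells and 100% = sodium butyrate wells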
HGIII-sPLA2 inh – Blocks human group III sPLA2 activity | QFRET BODIPY PC-A2 liposome hydrolysis, fluorescence | AID 743126 | 370,000 tested, 0.56% active | inhibition, % at 12.2 µM | Q9NZ20;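 active means inhibition above mean plus 3 SD of compounds lying within the high and low control bounds, cut at about 19% in these data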;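 further: 0% = median of test compound wells and 100% = no enzyme DMSO wells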
Target sequence (Q9NZ20 whole entry, looked up): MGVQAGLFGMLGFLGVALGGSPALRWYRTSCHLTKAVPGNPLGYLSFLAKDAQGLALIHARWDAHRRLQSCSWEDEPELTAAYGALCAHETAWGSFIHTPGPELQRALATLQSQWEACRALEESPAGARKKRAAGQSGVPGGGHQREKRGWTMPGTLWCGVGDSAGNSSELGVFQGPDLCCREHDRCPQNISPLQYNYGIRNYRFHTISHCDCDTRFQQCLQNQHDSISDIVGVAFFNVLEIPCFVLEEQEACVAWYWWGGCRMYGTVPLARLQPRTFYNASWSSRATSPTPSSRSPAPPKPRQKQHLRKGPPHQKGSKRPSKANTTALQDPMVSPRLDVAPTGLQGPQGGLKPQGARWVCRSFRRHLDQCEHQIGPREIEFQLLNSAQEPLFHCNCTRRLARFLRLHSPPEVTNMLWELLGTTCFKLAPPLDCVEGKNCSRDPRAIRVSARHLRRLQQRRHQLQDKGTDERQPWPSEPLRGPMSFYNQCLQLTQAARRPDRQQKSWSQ
DAX1 inh-1 – inhibits human nuclear receptor DAX1; P51843; HEK293 Gal4-DAX1 luciferase reporter, luminescence; inhibition, % at 6.75 µM; 340,000 tested, 0.99% active; AID 504766;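 active means inhibition above the mean over all tested compounds plus 3 SD, cut at about 4.2% in these data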;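 further: 0% = DAX1-transfected cells with DMSO and 100% = empty-vector control cells with DMSO; inhibition shows as a rise in luminescence from relieved DAX1 repression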
Target sequence (P51843 207-470 limits assumed): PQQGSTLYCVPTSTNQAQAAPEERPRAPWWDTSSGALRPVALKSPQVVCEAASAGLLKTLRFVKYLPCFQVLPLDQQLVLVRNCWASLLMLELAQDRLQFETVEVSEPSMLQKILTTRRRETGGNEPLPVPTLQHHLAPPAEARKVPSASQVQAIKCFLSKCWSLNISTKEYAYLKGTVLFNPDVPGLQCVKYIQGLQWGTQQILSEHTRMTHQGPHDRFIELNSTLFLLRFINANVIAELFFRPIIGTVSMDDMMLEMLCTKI
PLCg1 inh – inhibitors of human phospholipase C gamma1; P19174; purified PLC-gamma1, fluorogenic substrate, fluorescence; inhibition, % at 12.2 µM; 370,000 tested, 0.84% active; AID 720700; in the data active means inhibition above about 9.5%
FXN GAA850 act – activators of GAA850 frataxin (FXN) promoter | HEK293 lucGAA850 FXN promoter luciferase reporter, 24 h; percent of 10 µM SAHA response | activation, % at 6 µM | 360,000 tested, 0.56% active;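 active means activation above the average of all compounds screened plus 3 SD, cutoff fixed separately per campaign, cut at about 7.5% in these data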;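 further: 0% = DMSO wells and 100% = 10 µM SAHA wells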
DAX1 inh-2 – blocks DAX1 repression of SF-1 activated StAR promoter | HEK293T StAR-luciferase reporter, SF-1/DAX-1 repression relief | inhibition, % at 6.8 µM | 370,000 tested, 1.1% active | AID 652010;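 active means inhibition above the mean over all tested compounds plus 3 SD, cut at about 3.6% in these data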;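 further: 0% = DAX-1 cells with DMSO and 100% = cells lacking DAX-1 with DMSO; higher inhibition means more luminescence from relief of DAX-1 repression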
ADAM10 inh – inhibitors of human ADAM10; O14672; recombinant ADAM10, EDANS/DABCYL FRET peptide cleavage, 3 h; inhibition, % at 7 µM; 370,000 tested, 0.62% active; AID 720582;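 active means inhibition above a per-campaign cutoff equal to the mean of compounds falling between control-based bounds plus 3 SD, cut at about 20% in these data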;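 further: 0% = DMSO wells while the 100% control is not disclosed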
* marks the source's active call; other numbers are inactive results; i = inactive; / = no result given.

SMILES	hcDAF12 agonist	ssDAF-12 act	PLCb3 inh	ADAM17 inh	hgDAF12 agonist	HGIII-sPLA2 inh	DAX1 inh-1	PLCg1 inh	FXN GAA850 act	DAX1 inh-2	ADAM10 inh
CC1CC(C)(C)NC(=S)N1CCCC(=O)Nc1ccc(F)cc1 (stereo unspecified)	-0.9	-1.5	-4	0	4.0	7	0.7	-1	1.3	-0.4	-1
O=c1[nH]c(=O)n(-c2ccccc2)c2c1C(C(F)(F)F)(C(F)(F)F)N=C(C1CCCCC1)N2	-3.4	-1.1	0	-3	-0.1	6	1.2	1	-2.0	0.0	-2
CCCc1ccc(S(=O)(=O)NCC2CCCN2CC)cc1 (stereo unspecified)	-2.5	-1.2	-9	-7	-2.1	-5	0.1	-1	0.0	-0.2	-1
COc1ccc(NCC(O)Cn2c(C)c(C)c3ccccc32)cc1 (stereo unspecified)	-2.5	-1.1	-4	1	2.2	0	0.3	2	-0.8	0.5	10
CCOC(=O)N1CCN(C(=O)CCNS(=O)(=O)c2ccccc2)CC1	1.0	-1.0	-5	-4	0.6	7	0.3	0	-1.5	1.9	-11
COc1ccc(-n2nc3c(c2NC(C)=O)CS(=O)(=O)C3)cc1	-0.7	-0.6	-7	-3	0.9	9	2.5	2	2.1	-0.2	-3
COc1ccccc1-n1c(SCc2cc(=O)oc3cc(O)ccc23)nc2ccccc2c1=O	-0.6	-1.8	-139	-11	-2.8	-29	-2.2	-121	2.8	-0.8	-35
O=C(NNC(=O)C(c1ccccc1)c1ccccc1)c1ccccn1	-2.7	-1.5	-3	-2	-11	-3	-2.1	-8	-1.5	-2.3	-12
CC(C)(C)n1cnnc1Sc1ccc([N+](=O)[O-])cn1	-0.3	-1.3	2	6	-0.5	0	0.4	7	0.2	0.3	4
O=C(COC(=O)c1cccs1)Nc1ccccc1Cl	-2.6	-1.5	-9	-3	0.2	2	2.6	2	0.8	-0.7	1
CC(=O)N/C(=N/c1nc(C)cc(C)n1)Nc1ccc(C)cc1C	-2.7	-1.0	-1	5	-0.8	-1	-0.3	1	1.5	-0.1	11
O=C(Nc1cccc(F)c1)c1cccc2c1C(=O)N(C1CCCCC1)C2	-0.5	-1.5	-8	-5	-0.4	9	0.1	0	0.5	-1.3	-3
O=C1SC(SCc2ccccc2Cl)=N/C1=C\c1ccc(C(=O)O)cc1	-1.4	-1.1	-7	-1	0.6	1	-0.9	-5	1.2	0.3	-6
COc1ccc([N+](=O)[O-])c(S(=O)(=O)c2ccc(Cl)cc2)n1	-2.0	-2.1	-4	1	-5.3	5	-2.0	-2	-6.9	-1.7	2
Cc1cc(C)cc(NC(=S)N2CCC(c3nc4ccccc4s3)CC2)c1	-1.8	-1.3	-3	-4	1.4	14	-0.7	-1	0.7	0.2	-12
O=C(Nc1cccc(S(=O)(=O)Nc2ccc(Cl)cc2)c1)c1ccccn1	-2.4	-1.8	-7	4	-3.3	-24	-1.1	9.7*	-0.4	-5.1	3
CCOC(=O)COc1ccc(/C=C2/SC(=Nc3ccccc3)N(Cc3cccnc3)C2=O)cc1OC	-2.5	-0.8	-1	-2	-0.5	-3	1.2	2	1.4	-0.3	1
Oc1c(N=NC(=S)Nc2ccccc2F)c2ccccc2n1Cc1ccc(F)cc1	-0.3	-1.0	10	7	1.0	7	-0.3	10*	-2.2	1.2	10
O=C(Nc1ccc(OC(F)(F)F)cc1)c1ccc2nccnc2c1	-1.7	-1.9	-13	-7	0.9	4	-2.4	-3	3.0	-1.8	-10
CC(=O)Nc1ccc2oc(-c3ccccc3)nc2c1	1.9	0.7	-160	-128	15*	1	4.0	-134	5.0	5.6*	-368
N#Cc1ccc(OCC(=O)Nc2ccccc2NS(=O)(=O)c2cccs2)cc1	0.7	-0.8	-3	-1	1.6	-4	1.2	-1	-0.4	0.6	-2
CN(Cc1c(F)cccc1Cl)C(=O)CNC(=O)c1cccs1	2.5	-0.2	-3	-1	4.8	0	0.1	2	4.3	1.2	-2
C[C@H](CO)N1C[C@H](C)[C@H](CN(C)Cc2cncnc2)Oc2ncc(C#CC3(O)CCCC3)cc2C1=O	-0.2	-0.9	1	-3	2.9	-5	2.7	-4	1.1	1.4	-4
O=C(CSc1nc2ccccc2n1CC(=O)NCc1ccccc1)NCc1ccco1	-1.7	-1.8	-1	-3	-0.6	-3	-0.5	0	0.7	-0.6	-3
CCN(c1ccc(C(=O)CSc2nnc(C3CC3)n2C2CC2)cc1)S(C)(=O)=O	0.0	-1.8	-10	-5	1.2	-5	0.3	2	-0.5	-0.3	-8
Cc1nc(SCC(=O)Nc2nnc(C(C)C)s2)n[nH]1	-1.6	-1.1	-5	1	0.3	10	-0.4	2	1.2	-0.3	2
CCOC(=O)C1=C(C)NC(C)=C(C(=O)OCC)C1C(=O)O	0.2	-1.1	7	2	1.1	4	-0.2	2	-0.6	0.4	7
COc1ccc(N2CCN(CCNS(=O)(=O)c3ccc([N+](=O)[O-])cc3)CC2)cc1	-3.0	-1.3	3	2	-4.0	-4	/	0	/	-1.4	5
CNC(C)C(=O)NC(C(=O)NC(C(=O)Nc1cccc2ccccc12)C(C)C)C(C)C (stereo unspecified)	4.1	0.2	-7	-7	-1.9	3	/	-5	-0.6	0.3	-26
O=C(CSC(=S)N1CCCCC1)N1N=CCC1c1ccccc1 (stereo unspecified)	1.8	-1.2	-1	-3	1.9	-3	1.2	2	-1.8	0.6	-1
CCCN(CC1CC1)C(=O)CN1C(=O)C2CCCCN2C(=O)c2ccccc21 (stereo unspecified)	-2.6	-1.9	-2	-2	1.2	-1	/	-1	/	-1.1	-11
O=C(Nc1ccccc1F)C1CCCN(S(=O)(=O)c2cccc3cccnc23)C1 (stereo unspecified)	-0.9	-0.8	2	2	0.9	-1	0.5	0	-0.8	-0.5	-13
CCc1nc2c(OCCC3CCCCC3)cccn2c1N(C)C(=O)c1cccs1	-1.4	-1.9	5	9.4*	-2.4	6	/	6	-0.8	-1.5	17
O=C1/C(=C/c2ccc([N+](=O)[O-])cc2)Oc2cc(O)ccc21	-1.7	-1.0	-13	3	2.6	-10	-0.3	-3	-1.9	0.1	5
C=CCn1cccc(C(=O)Nc2ccc(OC)cc2OC)c1=O	-1.6	-1.2	-18	-1	-4.4	-1	-0.6	-13	5.3	0.1	-5
COc1ccc(C(=O)Oc2cc(C(=S)N3CCOCC3)ccc2OC)cc1	0.0	-0.6	-5	4	-0.6	3	0.1	1	1.0	-0.6	4

One compound at a time (already shown):
Results for `O=C1/C(=C/c2ccc([N+](=O)[O-])cc2)Oc2cc(O)ccc21` → hcDAF12 agonist: -1.7; ssDAF-12 act: -1.0; PLCb3 inh: -13; ADAM17 inh: 3; hgDAF12 agonist: 2.6; HGIII-sPLA2 inh: -10; DAX1 inh-1: -0.3; PLCg1 inh: -3; FXN GAA850 act: -1.9; DAX1 inh-2: 0.1; ADAM10 inh: 5
Results for `C=CCn1cccc(C(=O)Nc2ccc(OC)cc2OC)c1=O` → hcDAF12 agonist: -1.6; ssDAF-12 act: -1.2; PLCb3 inh: -18; ADAM17 inh: -1; hgDAF12 agonist: -4.4; HGIII-sPLA2 inh: -1; DAX1 inh-1: -0.6; PLCg1 inh: -13; FXN GAA850 act: 5.3; DAX1 inh-2: 0.1; ADAM10 inh: -5

Continuation:
SMILES	hcDAF12 agonist	ssDAF-12 act	PLCb3 inh	ADAM17 inh	hgDAF12 agonist	HGIII-sPLA2 inh	DAX1 inh-1	PLCg1 inh	FXN GAA850 act	DAX1 inh-2	ADAM10 inh
CCCC(=O)N1CCC(CCC(=O)NC2CC2)CC1	-0.3	-0.7	-5	-1	2.0	-6	0.0	3	-1.0	0.1	0
Cc1nnsc1C(=O)Nc1cccc(Cl)c1	-1.6	-1.8	-4	-3	-0.7	-4	3.0	0	1.1	0.5	-2
Cc1ccc(CNC(=O)CCC(=O)Nc2nnc(C)s2)cc1	-0.3	-1.0	-9	-4	-1.5	2	0.6	2	0.8	0.0	-3
CC(=O)Nc1ccc(S(=O)(=O)NCc2nc(-c3ccccc3C)no2)cc1	-3.0	-1.1	-7	-1	-1.1	1	-2.1	1	/	-0.4	-2
CC1CCc2c(sc3c2C2=NS(=O)(=O)CCN2C=N3)C1 (stereo unspecified)	-1.8	-1.1	0	0	-2.0	-3	2.1	1	2.5	-0.7	-6
COC(=O)c1c(-c2ccccc2)csc1N	-1.3	-1.4	0	1	-3.1	4	-0.5	6	0.0	-1.0	2
COc1ccc(OC)c(C2CC(=O)N3CN(c4ccccc4F)CSC3=C2C#N)c1 (stereo unspecified)	6.8*	-0.7	-5	-3	0.6	5	-0.6	-6	-1.9	0.2	-6
CCOC(=O)OC(C)OC(=O)[C@@H]1N2C(=O)[C@@H](NC(=O)[C@H](N)c3ccccc3)[C@H]2SC1(C)C (stereo partly specified)	1.5	-1.2	-191	-176	-1.5	7	2.0	-129	-1.2	-0.1	i
CN(C)c1ccc(C(=O)OCC#CCSc2nnc(-c3cccc4ccccc34)o2)cc1	-1.8	-1.4	-3	-6	0.3	6	0.6	0	0.2	-0.4	0
Cc1ccc(-c2cn(-c3ccccc3)c(=S)[nH]2)cc1C	6.2*	0.4	-6	0	20*	16	3.7	-1	3.5	0.5	13
O=S(=O)(c1ccccc1)N1CCN(C(=S)Nc2ccccc2)CC1	0.0	0.8	-9	-1	0.7	4	1.1	0	1.6	-0.1	-3
CC#CCC(CC#CC)c1nc2ccccc2c(=O)n1N	-1.2	-0.9	-1	-1	-2.7	-7	-1.2	1	-0.8	-0.3	-5
O=C(CN1CCC(NC(=O)Nc2ccc(Cl)cc2)CC1)Nc1ccc2c(c1)OCCO2	-2.6	-1.0	1	0	3.2	-3	/	2	/	0.2	-1
CCCCNC(=O)Nc1nc(SCC(=O)OCC)n[nH]1	0.0	-2.1	0	0	-4.2	6	1.9	2	1.0	-0.6	-7
COCCn1c(Sc2ccccc2)nc2c1c(=O)[nH]c(=O)n2C	-1.8	-1.3	-1	-1	-1.8	1	0.3	1	1.9	0.5	3
O=C(CSc1nc2ncccc2[nH]1)Nc1ccc2c(c1)OCO2	-0.2	-0.6	-6	-4	1.2	2	/	2	0.3	-0.1	-4
CCOC(=O)c1oc2ccccc2c1CN1CCN(C(=O)c2ccccc2)CC1	-1.4	-1.2	1	-3	1.4	7	-0.5	0	1.1	-0.9	-11
COC(=O)c1ccc2nc(-c3ccc(C)cc3)c(CC3CCCCC3)n2c1	4.5	1.8*	-23	-7	5.8	-7	/	-16	/	3.9*	-14
COc1cc(C(=O)N2CCCC(c3cc(C(=O)NCc4ccccc4)no3)C2)cc(OC)c1C (stereo unspecified)	-2.5	-1.1	-1	1	-1.1	-18	/	1	-1.0	-1.1	-4
O=C(COc1ccc2ccc(=O)oc2c1)Nc1cc([N+](=O)[O-])ccc1F	-1.8	-0.5	-17	-28	-1.9	10	-0.8	-16	0.2	-0.7	-74
O=C(NCC1CCCO1)C(c1ccco1)N(Cc1ccc(F)cc1)C(=O)CN1C(=O)c2ccccc2S1(=O)=O (stereo unspecified)	-1.6	-0.9	-3	2	-1.3	-10	1.7	4	1.0	-0.1	1
